C8 TRAIL sens: caspase-8 TRAIL sensitization; 360,000 tested, 1% active; NB7+C8 cells + TRAIL, ATPlite viability luminescence; AID 624354; inhibition (viability loss, TRAIL sensitization), % at 10 µM;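 active = compounds causing at least 50% loss of cell viability in the single-dose screen, relative to plate controls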
NCOA2 inhibitor: human SRC2 (NCOA2) inhibition; HEK293 GAL4-SRC2 luciferase reporter, luminescence; inhibition, % at 9 µM; 370,000 tested, 0.17% active; AID 651957;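 active = inhibition above the mean inhibition of all tested compounds plus 3 SD, set per campaign, cut at about 52% in these data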;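 also: 0% = DMSO treated cells and 100% = cells given Gossypol at 36 µM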
NCOA3 inh: inhibitors of human steroid receptor coactivator 3 (SRC3). HEK293 GAL4-SRC3 luciferase reporter, luminescence. AID 588352. 360,000 tested, 0.17% active. inhibition, % at 3.6 µM;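 active = inhibition above a per-campaign cutoff, the mean of all compounds plus 3 SD, cut at about 60% in these data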;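 also: 0% = DMSO-treated cells and 100% = gossypol-treated cells at 36 µM; higher means less SRC3-driven luciferase light from the GAL4 reporter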
TLR9-MyD88 block: TLR9-MyD88 interaction inhibition | CHO BLA complementation TLR9-MyD88, CCF4 FRET ratio | inhibition, % at 4.98 µM | 340,000 tested, 0.21% active;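 active = inhibition above the mean over all tested compounds plus 3 SD, cut at about 21% in these data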;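 also: 0% = DMSO only wells and 100% = clavulanate BLA inhibitor control wells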
COUP-TFII inh: inhibitors of human COUP-TFII (NR2F2); HEK293T NGFI-A luciferase reporter, luminescence; inhibition, % at 8.6 µM; 370,000 tested, 0.7% active; AID 686940;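 active = inhibition above a per-plate cutoff, mean inhibition of test wells between control levels plus 3 SD, cut at about 38% in these data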;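 also: cells cotransfected with COUP-TFII expression vector driving the NGFI-A reporter; 0% = median of COUP-TF2 test wells and 100% = reporter-only cells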
Target sequence (P24468 whole entry, looked up): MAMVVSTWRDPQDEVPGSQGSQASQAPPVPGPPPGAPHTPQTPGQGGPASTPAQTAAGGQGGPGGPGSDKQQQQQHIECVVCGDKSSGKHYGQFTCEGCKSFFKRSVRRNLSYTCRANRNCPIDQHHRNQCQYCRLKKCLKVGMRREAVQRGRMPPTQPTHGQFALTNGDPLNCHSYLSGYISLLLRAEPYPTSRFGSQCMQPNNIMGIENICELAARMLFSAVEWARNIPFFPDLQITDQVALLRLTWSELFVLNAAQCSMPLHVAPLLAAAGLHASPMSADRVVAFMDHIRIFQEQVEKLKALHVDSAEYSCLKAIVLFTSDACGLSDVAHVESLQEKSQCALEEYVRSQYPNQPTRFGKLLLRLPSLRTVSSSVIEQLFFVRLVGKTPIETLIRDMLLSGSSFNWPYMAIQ
LRH-1 inv ag: NR5A2 inverse agonism in reporter assay; O00482; HEK293T StAR-luciferase reporter, LRH-1 transfected, 24 h; inhibition, % at 3.6 µM; 360,000 tested, 0.13% active; AID 602396;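 active = inhibition above the mean inhibition of all tested compounds plus 3 SD, cut at about 73% in these data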;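 also: 0% = DMSO wells and 100% = reporter-only cells lacking LRH-1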
SRC1 inh: inhibits human SRC1 coactivator; HEK293 GAL4-SRC1 luciferase reporter, luminescence; AID 588354; Q15788; 360,000 tested, 0.12% active; inhibition, % at 3.6 µM;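 active = inhibition above the campaign mean plus 3 SD, with each screening campaign given its own cutoff, cut at about 60% in these data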;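 also: 0% = DMSO treated cells and 100% = gossypol at 36 µM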
EBV LMP1 NFkB: Epstein-Barr LMP1 NF-kappaB reporter inhibition; 350,000 tested, 0.69% active; inhibition, % at 12.5 µM; LMP1-induced NF-kappaB luciferase reporter cells, luminescence; in the data active = inhibition above about 41%;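 also: 0% = neutral control wells and 100% = reference inhibitor control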
TWEAK Fn14 block: blocks TWEAK-Fn14 interaction in a reporter cell assay. 360,000 tested, 2% active. inhibition, % at 10 µM. AID 1159606. TWEAK-stimulated Fn14 reporter cells, luciferase luminescence, 8 h; in the data active = inhibition above about 50%
TROY NFkB inh: TROY signaling inhibition. inhibition, % at 10 µM. 360,000 tested, 0.98% active. Q293 LMP1-TROYcd NF-kB luciferase reporter, 4 h;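 active = compounds whose plate-normalised and pattern-corrected inhibition of the luciferase reporter signal at the single screening dose is 50% or more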
NOD2 RIPK2 PPI: blocks binding of human NOD2 to RIPK2; O43353; CHO BLA complementation NOD2-RIPK2, CCF4 ratio; inhibition, % at 4.98 µM; 360,000 tested, 0.38% active; AID 624267; in the data active = inhibition above about 21%;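 also: 0% = vehicle only and 100% = reference blocker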
Target sequence (O43353 whole entry, looked up): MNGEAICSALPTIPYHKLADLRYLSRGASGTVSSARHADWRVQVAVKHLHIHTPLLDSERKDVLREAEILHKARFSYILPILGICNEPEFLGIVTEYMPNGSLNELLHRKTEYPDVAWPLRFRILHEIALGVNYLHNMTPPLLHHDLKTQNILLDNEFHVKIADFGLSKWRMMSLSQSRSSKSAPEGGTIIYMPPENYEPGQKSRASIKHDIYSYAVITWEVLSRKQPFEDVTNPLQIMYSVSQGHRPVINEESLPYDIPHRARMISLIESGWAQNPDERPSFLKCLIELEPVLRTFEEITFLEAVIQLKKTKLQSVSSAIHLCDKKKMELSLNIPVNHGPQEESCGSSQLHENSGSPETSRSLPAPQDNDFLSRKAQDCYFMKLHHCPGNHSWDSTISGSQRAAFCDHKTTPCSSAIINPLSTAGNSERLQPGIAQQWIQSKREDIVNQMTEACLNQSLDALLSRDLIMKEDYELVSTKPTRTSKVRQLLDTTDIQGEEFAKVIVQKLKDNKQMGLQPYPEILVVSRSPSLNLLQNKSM
* marks the source's active call; other numbers are inactive results; / = no result given. Not all compounds are listed; rates above refer to the full screens.

Value order: C8 TRAIL sens, NCOA2 inhibitor, NCOA3 inh, TLR9-MyD88 block, COUP-TFII inh, LRH-1 inv ag, SRC1 inh, EBV LMP1 NFkB, TWEAK Fn14 block, TROY NFkB inh, NOD2 RIPK2 PPI
> O=C(/C=C/c1ccco1)Nc1nc(-c2ccccc2)cs1
  19, -3, -18, -6, -17, -42, -23, -23, 12, -51, 3
> CN(C)P(=NC(=O)COc1ccc(Cl)cc1Cl)(N(C)C)N(C)C
  -10, /, 4, -1, /, -7, 20, -10, -4, -7, 8
> Cc1ccc(S(=O)(=O)C2(C(=O)Nc3ccc4c(c3)OCO4)CC2)cc1
  -4, 9, -16, -8, 9, -4, -9, -7, 8, -25, -9
> O=c1[nH]c(=O)c2[nH]c(=O)n(-c3ccccc3)c2[nH]1
  -3, -20, 1, -33, -22, -5, -2, -5, 11, 0, -1
> Cc1ccc(CN2CCN(CC3CC4C=CC3C4)CC2)cc1 (stereo not drawn)
  -10, -2, 2, -2, 4, 5, -10, 8, 0, 0, -1
> CC(=O)c1ccc(NC(=O)c2ccn(C(=O)OCC(C)C)n2)cc1
  34, -44, -62, -11, -19, -96, -67, -11, -24, -100, 6
> C=CCn1c(SCc2nc3ccccc3c(=O)[nH]2)nc2scc(C3CC3)c2c1=O
  -5, 9, 17, -1, 10, 6, -23, -4, 4, 36, -18
> NS(=O)(=O)c1ccc(NC(=O)/C=C/c2ccccc2Cl)cc1
  13, 11, 4, -1, 4, -12, -6, -9, -9, -16, 4
> NCCCNc1nc(N)c([N+](=O)[O-])c(NC2CCCCC2)n1
  12, -22, 44, -4, 41*, 47, 38, -12, 38, 43, 3
> O=C(Nc1c(C(=O)N2CCOCC2)cnn1-c1ccccc1)c1ccco1
  11, 11, 8, 0, -6, 9, -22, 1, 0, -7, -6
> COC(=O)C1CC2=C(CCCC2=O)NC1=O (stereo not drawn)
  -7, -40, 0, 16, -15, -2, -34, -8, 26, -10, -4
> Cc1onc(-c2ccccc2Cl)c1C(=O)Nc1sc2c(c1C#N)CCC2
  -6, -14, 4, 4, -2, 1, 1, -1, 3, 11, -14
> O=[N+]([O-])c1ccc(S(=O)(=O)N(CCCN2CCOCC2)Cc2cccs2)cc1
  1, -28, 5, 2, 10, -8, -5, 0, 0, 18, 1
> CC(=O)c1ccc(NC(=O)c2cc(Cl)sc2Cl)cc1
  13, -46, -84, 1, -48, -114, -103, -21, -26, -39, -5
> COc1ccc(-n2c(COc3ccc(C)cc3)n[nH]c2=S)cc1
  -9, -1, -7, -6, 0, 11, 10, -1, -3, -6, 1
> NNC(=O)c1sc(-c2ccc(Cl)cc2)cc1N
  9, -48, -41, -8, -23, -50, -54, -9, -4, 19, -1
> CCc1ccccc1NC(=O)CN(C)C(=O)CSc1nn(-c2ccccc2)c(=S)s1
  -9, -16, -10, -1, 2, -1, -1, 0, 0, -1, 6
> CC1(C)Cc2cccc(OCC(=O)Nc3cccnc3Cl)c2O1
  2, 5, 0, 2, 3, -9, -4, -8, 3, -14, 8
> Cc1cc(NCCCN2CCOCC2)n2nc(C)c(-c3ccccc3)c2n1
  6, -6, -3, 8, 7, 8, -39, 3, -9, 5, 7
> O=C(O)CCc1ccc(-c2ccccc2)n1-c1ccc(C(=O)O)cc1
  -15, /, 8, -6, /, -10, 10, /, -7, -2, -5

Other structures follow:
Value order: C8 TRAIL sens, NCOA2 inhibitor, NCOA3 inh, TLR9-MyD88 block, COUP-TFII inh, LRH-1 inv ag, SRC1 inh, EBV LMP1 NFkB, TWEAK Fn14 block, TROY NFkB inh, NOD2 RIPK2 PPI
> O=c1[nH]c(NNC(=S)NCc2ccccc2)nc2c1C1(CCCCC1)Cc1ccccc1-2
  -6, 10, -3, 4, 8, -7, 18, 2, 15, 23, 0
> O=C(Nc1cc(S(=O)(=O)N2CCOCC2)ccc1N1CCOCC1)c1ccc(Cl)nc1
  -9, 9, -20, 2, 14, 0, -22, -1, -12, 14, -5
> N#C/C(=C\c1c(N(Cc2ccccc2)Cc2ccccc2)nc2ccccn2c1=O)C(N)=O
  -3, -10, 17, -4, -8, 23, 3, -1, 21, 6, -5
> CCN1C(=O)c2cccc3cccc1c23
  -7, -18, -4, 5, -6, -28, -5, 3, -10, 9, -5
> Cc1c(OCC(=O)N(C)C)ccc2c(-c3ccccc3)cc(=O)oc12
  11, -12, -14, -11, -1, 11, -17, 0, -17, 9, 0
> OCC1(CCCc2ccccc2)CCN(Cc2cc(F)ccc2F)CC1
  5, -4, 10, 2, -3, -10, 5, 5, -2, 2, -13
> COc1ccc(/C=N/Nc2cc(N3CCCC3)nc(N3CCCC3)n2)cc1
  31, 16, 17, -3, 12, 11, -7, -90, -86, -5, -10
> CC(C)(C)NC(=O)Cn1nnnc1-c1nonc1N
  7, -24, -25, 1, 0, -35, -1, -6, -14, -14, 3
> NC(=S)NNC(=O)Nc1ccc(Cl)c(Cl)c1
  -13, -8, 17, -11, 6, 5, 9, 11, 5, -17, -3
> COc1ccc(-c2nnc(SC(C(=O)c3c[nH]c4ccccc34)c3ccccc3)n2N)cc1OC (stereo not drawn)
  -3, -9, 9, 3, 12, 3, 4, -6, 42, 26, -10
> COc1cc(OC)nc(NC(C)=O)n1
  34, -5, 5, 5, -8, -9, 1, 1, 1, 12, 0
> Cc1cccn2c(=O)c(/C=C(\C#N)S(=O)(=O)c3ccccc3)c(N3CCN(Cc4ccccc4)CC3)nc12
  -22, 4, 1, -1, -8, -12, 3, 8, -4, 2, 5
> CCc1ccccc1NC(=O)CNC(=O)c1ccc(S(=O)(=O)NCc2ccco2)cc1
  -14, 1, -16, 2, 1, -15, -1, 3, -1, -1, -11
> Cn1nc(C(C)(C)C)cc1NC(=O)C1(C)CCN1C(=O)c1ccccc1CCc1ccccc1 (stereo not drawn)
  5, -17, 2, /, 12, -7, 10, /, 0, 11, -8
> Cc1ccc2c(CC(=O)OCc3cc(=O)n4c(n3)sc3ccccc34)coc2c1
  -5, -5, -36, 3, -14, -12, -8, 7, 3, 6, 2
> O=C(NCCC(=O)N1CCN(c2ccccc2O)CC1)c1ccc(Br)cc1
  34, 24, 6, 10, 9, 8, 11, -4, 10, 1, -8
> COC(=O)c1ccc2nc(-c3cccc(Br)c3)c(Cc3ccsc3)n2c1
  1, -25, -21, /, -27, -76, -28, /, -19, -28, -5
> CC(C)CNC(=O)CSc1nc2nn(-c3ccccc3)c(=O)c-2c2n1CCCCC2
  -12, -19, 8, -7, 6, 5, -5, -3, -13, -2, -3
> COc1cc(/C=N/NC(=O)Cc2ccc(Br)cc2)cc(OC)c1O
  -13, -16, 2, 9, -17, -1, 2, 5, -10, -2, -7
> CSCC[C@H](NC(=O)OC(C)(C)C)C(=O)N1CCC(C(=O)N[C@@H](C)C(=O)NC(C)c2ccccc2)CC1 (stereo partly drawn)
  -5, -3, 6, -11, -9, 8, -17, 4, 1, -8, 4

Complete entries as entered above. Screens in order: C8 TRAIL sens	NCOA2 inhibitor	NCOA3 inh	TLR9-MyD88 block	COUP-TFII inh	LRH-1 inv ag	SRC1 inh	EBV LMP1 NFkB	TWEAK Fn14 block	TROY NFkB inh	NOD2 RIPK2 PPI
Listed for O=C(NCCC(=O)N1CCN(c2ccccc2O)CC1)c1ccc(Br)cc1 : 34	24	6	10	9	8	11	-4	10	1	-8
Listed for N#C/C(=C\c1c(N(Cc2ccccc2)Cc2ccccc2)nc2ccccn2c1=O)C(N)=O : -3	-10	17	-4	-8	23	3	-1	21	6	-5

Structures from the list above containing an aryl thioether with sulfur outside any ring, in the order listed:
Value order: C8 TRAIL sens, NCOA2 inhibitor, NCOA3 inh, TLR9-MyD88 block, COUP-TFII inh, LRH-1 inv ag, SRC1 inh, EBV LMP1 NFkB, TWEAK Fn14 block, TROY NFkB inh, NOD2 RIPK2 PPI
> C=CCn1c(SCc2nc3ccccc3c(=O)[nH]2)nc2scc(C3CC3)c2c1=O
  -5, 9, 17, -1, 10, 6, -23, -4, 4, 36, -18
> CCc1ccccc1NC(=O)CN(C)C(=O)CSc1nn(-c2ccccc2)c(=S)s1
  -9, -16, -10, -1, 2, -1, -1, 0, 0, -1, 6
> COc1ccc(-c2nnc(SC(C(=O)c3c[nH]c4ccccc34)c3ccccc3)n2N)cc1OC (stereo not drawn)
  -3, -9, 9, 3, 12, 3, 4, -6, 42, 26, -10
> CC(C)CNC(=O)CSc1nc2nn(-c3ccccc3)c(=O)c-2c2n1CCCCC2
  -12, -19, 8, -7, 6, 5, -5, -3, -13, -2, -3

(next part)
Value order: C8 TRAIL sens, NCOA2 inhibitor, NCOA3 inh, TLR9-MyD88 block, COUP-TFII inh, LRH-1 inv ag, SRC1 inh, EBV LMP1 NFkB, TWEAK Fn14 block, TROY NFkB inh, NOD2 RIPK2 PPI
> O=C(C[C@H]1C[C@@H]2c3cc(NC(=O)Nc4ccccc4F)ccc3O[C@@H]2[C@H](CO)O1)NCc1ccccn1
  8, -4, 11, 4, 5, 2, -12, 5, -25, 15, -4
> Cn1c(=O)c2c(nc(NCCCO)n2Cc2cccc(C(F)(F)F)c2)n(C)c1=O
  1, -11, 25, 2, -6, 5, -19, 1, 3, 10, -1
> COc1ccccc1OCC(=O)Nc1ccccc1C(=O)Nc1cccc(C(=O)O)c1
  -13, -2, -12, 1, 14, -2, -63, 2, 10, -15, -9
> CCC1CN(C(=O)N2CCC(C(=O)NCc3ccc(F)cc3)CC2)c2ccccc2O1 (stereo not drawn)
  1, 2, -18, 6, -12, -1, -14, -8, 1, 9, 0
> CCC(=O)Nc1cccc(C(=O)c2ccc(C)c(C)c2)c1
  13, -3, 10, 4, 1, 4, -25, -9, 2, -10, -8
> COc1ccc(OC)c(NC(=O)CSCc2cnn(-c3ccccc3)c2-n2cccc2)c1
  7, -14, 13, 0, 5, -15, -7, -2, 5, 12, -9

High-throughput results (PubChem BioAssay)
